# Screening results: PubChem BioAssay, several laboratories
# MRP-1 activ: activates MRP-1 | hit rate 0.61% among 140,000 | AID 799 | viability increase, % at 10 µM | H69AR cells + doxorubicin, viability rescue, CellTiter-Glo;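 active = viability gain under doxorubicin at or above a set limit, the compound median plus 3 SD, cut at about 4.7% in these data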;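 note: MRP-1 overexpressing cells given doxorubicin 25 µM after compound pretreatment; 18-22 h compound pretreatment then 72 h with doxorubicin before readout; 0% = doxorubicin-only wells and 100% = vehicle-treated cells without doxorubicin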
# NPY Y2 blocker: blocks the human neuropeptide Y Y2 receptor | P49146 | NPY-Y2 expressing cells, antagonist mode | inhibition, % at 2.7 µM | hit rate 0.99% among 140,000; in the data active = inhibition above about 17%;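 note: 0% = vehicle with agonist challenge and 100% = reference antagonist with challenge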
# Target sequence (P49146 whole entry, looked up): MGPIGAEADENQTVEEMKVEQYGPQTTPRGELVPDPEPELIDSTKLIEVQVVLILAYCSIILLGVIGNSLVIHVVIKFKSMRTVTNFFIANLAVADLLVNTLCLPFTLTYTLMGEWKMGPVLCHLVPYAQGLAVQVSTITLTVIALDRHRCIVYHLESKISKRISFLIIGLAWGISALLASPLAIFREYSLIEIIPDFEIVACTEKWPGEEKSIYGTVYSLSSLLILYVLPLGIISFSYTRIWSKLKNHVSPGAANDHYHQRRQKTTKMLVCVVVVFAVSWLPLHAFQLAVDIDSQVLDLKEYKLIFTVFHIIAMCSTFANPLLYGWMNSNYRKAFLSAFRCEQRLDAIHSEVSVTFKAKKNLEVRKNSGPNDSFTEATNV
# Yeast growth inh: chemicals that inhibit yeast BB579 growth in restrictive medium (lifespan-shortening candidates); AID 804; S. cerevisiae BB579 growth, OD615, 48 h; hit rate 0.51% among 140,000; inhibition, % at 10 µM;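 active = inhibition above a set limit, 3 SD over the mean compound inhibition, cut at about 44% in these data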; note: inactives centre near -24
#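 test system = yeast BB579 (DeaD) | buffer or medium = restrictive CSMM-D medium | doses = single compound dose of 10 µM, 0.25% DMSO final | times = 4 h preincubation and 48 h exposure at 30 °C | technique = culture absorbance at 615 nm | benchmarks = amphotericin B 10 µg/mL, positive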
# Yeast lifespan up: extends the lifespan of yeast | AID 775 | S. cerevisiae growth with nicotinamide, OD615; deaD strain in restrictive glucose medium | inhibition of the nicotinamide effect, % at 10 µM | hit rate 0.68% among 130,000;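 active = inhibition above a set limit, placed 3 SD over the median of all compounds, cut at about 26% in these data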;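 note: 0% = nicotinamide-treated wells and 100% = cells grown without nicotinamide; some compounds called inactive have numbers as strong as hits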
#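 Buffer or medium: CSMM-D glucose medium, restrictive; test system: modified budding yeast, DeaD strain; compound: single dose 10 µM compound, 0.25% DMSO; schedule: culture preincubation 4 h, compound exposure 48 h, both 30 °C; detection: optical density (absorbance) at 615 nm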
# GALR2 antag: blocks the human galanin receptor 2 | AID 828 | inhibition, % at 4 µM | hit rate 0.39% among 140,000 | O43603 | GALR2-expressing cells, antagonist mode; in the data active = inhibition above about 27%;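 note: cells stimulated with galanin 1-16 at roughly its EC80; 0% = agonist challenge control and 100% = basal control without agonist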
# Target sequence (O43603 whole entry, looked up): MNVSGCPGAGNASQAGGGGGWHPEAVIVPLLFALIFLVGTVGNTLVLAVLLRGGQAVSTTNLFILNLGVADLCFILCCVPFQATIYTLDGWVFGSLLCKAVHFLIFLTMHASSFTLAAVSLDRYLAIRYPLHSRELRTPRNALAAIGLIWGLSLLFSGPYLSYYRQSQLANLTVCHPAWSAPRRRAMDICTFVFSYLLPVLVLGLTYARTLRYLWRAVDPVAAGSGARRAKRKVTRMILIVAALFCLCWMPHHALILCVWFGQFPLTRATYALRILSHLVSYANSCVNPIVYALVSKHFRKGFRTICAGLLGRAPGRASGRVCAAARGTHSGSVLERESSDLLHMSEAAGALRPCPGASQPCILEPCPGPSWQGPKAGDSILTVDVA
# HCT116 bCat-KO: beta-catenin-lacking colon tumor cell growth suppression | AID 818 | viability, % at 10 µM | HCT116 beta-catenin knockout viability, CellTiter-Glo, 60 h; stronger effect = lower value | hit rate 1.5% among 140,000;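 active = viability at or under a set limit, the compound median less 4 SD, cut at about 6% in these data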;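 note: 0% = Hyamine 1622 control at 20 µM and 100% = untreated cell control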
# Phagocytosis inh: macrophage phagocytosis inhibition; hit rate 0.07% among 110,000; inhibition, % at 5 µM; J774A.1 macrophage IgG-bead phagocytosis, imaging; AID 1029;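 active = inhibition above the mean of the plate negative controls plus 5 SD, cut at about 13% in these data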;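 note: phagocytic index as fraction of beads internalized from green versus red external bead signal; plate controls were DMSO negative control for no effect and cytochalasin-D positive control for full effect; some results beyond the cut were filed as inactive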
# E-sel TNF inh: TNF alpha driven E-selectin expression inhibition; HUVEC TNFa-induced E-selectin immunofluorescence, high content; inhibition, % at 2 µM; hit rate 0.71% among 120,000; AID 1246;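 active = inhibition above the batch mean plus 3 SD, and confirmed as a hit on visual image review, cut at about 43% in these data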;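 note: 0% = TNF-stimulated DMSO wells and 100% = unstimulated control wells; not every result past the cut was called active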
# PTEN del growth: suppresses growth of cells with PTEN deletion. HCT116 PTEN-null viability, CellTiter-Glo, 60 h; stronger effect = lower value. viability, % at 10 µM. hit rate 1.2% among 140,000;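 active = viability at or below a set limit, 4 SD under the median of all tested compounds, cut at about 3.7% in these data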;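 note: PTEN knockout HCT116 line with beta catenin targeted HCT116 as companion control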
# Measles CPE: protection of cells from measles virus. Measles virus-infected cells, CPE protection, absorbance. hit rate 1.5% among 140,000. protection (pct of control), % at 4 µM; in the data active = protection mostly above about 24%, no sharp cut-off; inactive = mostly below about 26%; note: some compounds called inactive have numbers as strong as hits
# An asterisk follows results filed as active; nt = no result given.
cpd	canonical_smiles	MRP-1 activ	NPY Y2 blocker	Yeast growth inh	Yeast lifespan up	GALR2 antag
1	CCOC(=O)CC(C#N)c1c[nH]c2ccccc12 (centres undefined)	-1.8	-1	-8	-9	-3
2	O=c1cc[nH]c2cc(C(F)(F)F)ccc12	-1.8	3	-46	-4	5
3	Cc1cc(/C=C2/C(=O)N(C)C(=S)N2C)c(C)n1C1CC1	-0.5	1	-47	-5	4
4	Cc1cccc(Nc2nnc(C)c(=O)n2N)c1	-0.1	1	-75	3	1
5	CC/C(=N\NC(=O)Nc1ccccc1)c1ccccc1	-2.1	4	-12	-6	8
6	OCC(O)CSc1nc(-c2ccccc2)nc2c1CCC2 (centres undefined)	-0.5	1	-2	-7	12
7	O=S(=O)(Nc1nccs1)c1ccc(NS(=O)(=O)c2cccs2)cc1	0.0	4	-23	-11	-1
8	Cc1nn(CC(=O)NCCN2CCOCC2)c(=O)c2ccccc12	-1.8	3	-5	-1	8
9	O=C(CSc1nnc(-c2ccccn2)n1Cc1ccccc1)NC1CCCC1	-1.3	-2	-5	-24	9
10	CCN(CC)C(=O)CSc1nnc(CCNC(=O)OC(C)(C)C)o1	0.1	5	-19	-5	-5

cpd	HCT116 bCat-KO	Phagocytosis inh	E-sel TNF inh	PTEN del growth	Measles CPE
1	99	-1	2	100	5
2	96	nt	nt	108	6
3	91	-2	1	90	17
4	104	0	-16	111	8
5	96	-6	nt	91	9
6	85	-13	nt	83	nt
7	95	0	10	95	-1
8	97	-4	nt	100	2
9	81	0	28	88	7
10	105	-1	-11	112	6

# Remaining list, next part.
cpd	canonical_smiles	MRP-1 activ	NPY Y2 blocker	Yeast growth inh	Yeast lifespan up	GALR2 antag
11	CCN(CC)c1ccc(/C=N/NC(=O)Nc2nonc2N)cc1	-1.0	4	-46	2	-26
12	COc1ccc(NS(=O)(=O)c2ccc(N/N=C/c3ccc(N4CCOCC4)cc3)c([N+](=O)[O-])c2)cc1	-3.2	-1	-22	-1	7
13	COc1ccc(C2C(C(=O)N3CCN(C)CC3)c3ccccc3C(=O)N2C2CCCCC2)cc1 (centres undefined)	-0.5	0	-24	-9	3
14	C/C(=N\NC(=S)NC(C)C)c1ccc2c(c1)OCCO2	-2.6	4	-33	-1	-14
15	CCOc1ccc(-n2c(C)nc3cc(C(=O)NCCN4CCOCC4)ccc32)cc1	-1.1	4	-11	nt	10
16	COC(=O)c1sc(NC(=O)CCCn2nc([N+](=O)[O-])cc2C)c(C(=O)OC)c1C	-0.4	2	14	-10	-14
17	CCOC(=O)N1CCC(NC(=O)c2cnn3c2NC(c2ccco2)CC3C(F)(F)F)CC1 (centres undefined)	-3.8	0	-49	-10	-7
18	CCOc1cc(C=O)ccc1OCCCN1C(=O)NC(C)(C)C1=O	0.0	2	-16	-10	-2
19	COC(=O)c1c(NC(=O)CN(c2ccc(C)c(C)c2)S(C)(=O)=O)sc2c1CCCC2	-3.2	0	-22	2	-14
20	CCOC(=O)Cn1nc(/C=C/c2ccc(C)cc2)ccc1=O	-2.2	3	-1	-25	-2

cpd	HCT116 bCat-KO	Phagocytosis inh	E-sel TNF inh	PTEN del growth	Measles CPE
11	90	-2	5	73	11
12	23	-12	nt	53	17
13	102	nt	19	94	9
14	88	-4	-2	88	6
15	89	nt	-56	95	6
16	94	-4	-1	94	8
17	83	0	2	92	7
18	97	0	2	104	14
19	72	2	nt	68	5
20	88	0	1	85	9

# Later entries
cpd	canonical_smiles	MRP-1 activ	NPY Y2 blocker	Yeast growth inh	Yeast lifespan up	GALR2 antag
21	O=[N+]([O-])c1cccc(C(=Nc2ccccc2Cl)NO)c1	-1.3	4	16	-19	10
22	CCCNC(=S)Nc1ccc(CC(=O)OC)cc1	-0.8	1	-37	-3	7
23	Nc1nnc(SCc2cccc(C(F)(F)F)c2)s1	-2.7	2	-1	-21	-7
24	O=C(C1CCN(S(=O)(=O)c2cccnc2)CC1)N1CCN(c2ccccc2Cl)CC1	-1.5	2	-33	-18	-11
25	CCOC(=O)c1ccc2c(c1)C1C=CCC1C(C(=O)O)N2 (centres undefined)	0.1	2	-34	-9	0
26	CCC(=NCCN1CCNCC1)C1=C(O)CC(C)(C)CC1=O	-0.9	2	-33	43	4
27	c1ccc(C(Cc2nc(-c3cccnc3)no2)c2ccccc2)cc1	-4.4	4	-7	-4	8
28	COc1ccc(/C(N)=N/OC(=O)c2ccc3c(c2)OCO3)cc1	-2.4	5	-28	-4	2
29	Cc1ccc(NC(=S)NCC(C)C)cc1	-1.8	2	-5	-1	3
30	COc1ccc(-c2nnc(SCCC(=O)O)n2-c2ccccc2)cc1OC	0.0	3	2	-4	-6

cpd	HCT116 bCat-KO	Phagocytosis inh	E-sel TNF inh	PTEN del growth	Measles CPE
21	95	0	-17	70	1
22	95	-8	5	91	24
23	76	0	21	77	0
24	93	-1	3	96	6
25	92	-1	-30	104	2
26	94	-1	nt	89	4
27	84	-1	27	79	2
28	95	-10	nt	88	2
29	94	1	nt	94	4
30	89	1	-12	97	2

# More entries.
cpd	canonical_smiles	MRP-1 activ	NPY Y2 blocker	Yeast growth inh	Yeast lifespan up	GALR2 antag
31	O=C(COc1ccccc1Cl)NCCc1ccc2c(c1)OCCO2	-1.2	6	-17	-9	-8
32	O=S(=O)(Cc1ccccc1)N1CCN(Cc2ccccc2)CC1	-0.5	0	-65	-11	-3
33	CCOC(=O)N1CCN(CCC(=O)Nc2ccccc2OC)CC1	-3.3	5	-8	nt	-7
34	Cn1c(SCCOc2ccccc2Cl)nnc1-c1cccs1	-1.2	6	-38	nt	7
35	NC(=O)NC(=O)CSc1nc(-c2ccccc2)c(-c2ccccc2)n1CC1CCCO1 (centres undefined)	-3.2	5	-13	-8	-5
36	COc1ccccc1CNS(=O)(=O)c1c(C)[nH]c(=O)[nH]c1=O	-0.3	2	5	-11	-3
37	CCCN(CCC)C(=O)CCS(=O)(=O)c1cccc2nsnc12	-2.2	2	-19	1	7
38	CSc1nc(SCC(=O)NCc2ccco2)c2c3c(sc2n1)CN(C)CC3	-1.8	4	-53	-12	9
39	O=C(c1nc2ncccn2n1)N1CCc2ccccc2C1	-0.6	0	-20	-1	-16
40	CCCCn1nnnc1SCC(=O)N1CCCC1	-2.3	2	-14	-21	0

cpd	HCT116 bCat-KO	Phagocytosis inh	E-sel TNF inh	PTEN del growth	Measles CPE
31	98	-1	nt	64	21
32	102	-1	-3	106	nt
33	96	nt	-9	96	17
34	88	nt	-16	89	5
35	96	-2	-15	88	4
36	113	-1	4	107	10
37	93	-2	-18	105	6
38	70	nt	nt	78	7
39	82	1	6	92	10
40	94	nt	5	83	40

# The list continues:
cpd	canonical_smiles	MRP-1 activ	NPY Y2 blocker	Yeast growth inh	Yeast lifespan up	GALR2 antag
41	Cc1ccc(S(=O)(=O)NCCCCCC(=O)N(C)C)cc1	-4.8	4	-5	-19	6
42	CC(=O)NC1C(c2nc3ccccc3s2)=C(c2ccccc2)C(=O)N1c1ccc(C)cc1 (centres undefined)	-1.0	0	-11	-10	3
43	Cc1cc(C)nc(NC(=O)CSc2nn(C)c(=S)s2)n1	0.3	0	13	-14	-6
44	O=C(CSc1nc2cc(Cl)ccc2s1)c1cc2ccccc2o1	-0.4	7	-6	-3	2
45	Cc1ccc(NC(=O)c2onc(C)c2Cl)cc1	-2.4	2	-6	-8	-4
46	CCN(CC)C(=S)Nc1ccc([N+](=O)[O-])cc1	-0.5	-1	-30	-6	0
47	Cc1ccc(NC(=O)CCNS(=O)(=O)c2ccc3c(c2)oc(=O)n3C)cc1	-3.2	0	-38	-3	3
48	Cc1nc(NCc2ccc3c(c2)OCO3)c2oc3ccccc3c2n1	-0.5	12	-24	-9	14
49	CC(=O)Nc1ccc(N/C=C/C(=O)C(C)(C)C)cc1	-1.2	-3	11	1	-8
50	Cc1cc(/C=C2/C(=O)NN(c3ccccc3)C2=O)c(C)n1-c1cccc(O)c1	-1.5	-1	-62	1	4

cpd	HCT116 bCat-KO	Phagocytosis inh	E-sel TNF inh	PTEN del growth	Measles CPE
41	74	1	-1	85	3
42	84	0	8	88	8
43	95	-1	nt	96	4
44	91	1	5	99	26
45	99	0	27	97	26
46	93	7	nt	101	3
47	92	-1	-11	86	1
48	67	nt	5	65	19
49	119	0	-22	105	7
50	85	-4	-35	79	8

# (further entries)
cpd	canonical_smiles	MRP-1 activ	NPY Y2 blocker	Yeast growth inh	Yeast lifespan up	GALR2 antag
51	CCCCCCNC(=O)CSc1nccn1Cc1ccccc1	-2.2	6	8	-1	-20
52	CCNC(=O)CCc1nc(-c2ccc(C(C)(C)C)cc2)no1	2.6	1	-6	0	5
53	CCOC(=O)c1sc(NC(=O)c2ccc(C)o2)nc1C	-5.1	0	-16	-10	24
54	CCN(CC)S(=O)(=O)c1ccc(/C=C/C(=O)OCC(=O)Nc2cccc3ccccc23)cc1	2.1	3	-25	-2	-6
55	COc1ccc(CC(=O)N(CC2CCCO2)c2nc3ccccc3s2)cc1 (centres undefined)	0.1	3	-41	-8	4
56	C1=C(N2CCOCC2)/C(=C/c2nc3ccccc3[nH]2)CC1	-3.0	nt	-36	-4	nt
57	CCOC(=O)N1CCC(NC(=O)c2cc(C(=O)Nc3cccc(OC)c3)ccc2CO)CC1	-1.7	3	-26	-7	-7
58	Brc1ccccc1-c1nnc(CSc2nnnn2-c2ccccc2)o1	-0.9	8	-84	4	2
59	CCN1CCN(C(=O)CCc2nc3ccccc3c(=O)[nH]2)CC1	-0.7	-2	-8	-8	-2
60	O=S(=O)(Nc1cccc(-c2cn3cccnc3n2)c1)c1ccc(-c2ccccc2)cc1	-1.1	4	-20	15	-7

cpd	HCT116 bCat-KO	Phagocytosis inh	E-sel TNF inh	PTEN del growth	Measles CPE
51	104	0	5	87	16
52	87	-5	12	85	6
53	76	0	nt	84	3
54	98	-12	nt	105	18
55	83	-5	-29	85	10
56	94	0	nt	81	5
57	88	0	nt	97	6
58	95	-1	5	113	18
59	93	-1	-17	93	6
60	89	nt	15	86	30
